# Yfh1-depleted yeast: enhancers of respiration in Yfh1-depleted yeast, dose response, Friedreich's ataxia, plus single-dose screen (AID 1465); S. cerevisiae Yfh1-off respiration, WST-1 reduction, 72 h; higher fold induction means a stronger effect; fold induction at 50 µM, or EC50 in µM where a hit was titrated; 220,000 tested, 0.074% active;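 active means fold induction of absorbance versus untreated yeast above a set limit, then at least 30% activation at any dose in follow-up; inconclusive means repeats straddling the limit, or above it without dose testing; inactive means fold induction below the set limit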;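 further: activators that raise dye reduction in frataxin-depleted yeast; strong numbers were not always called active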
# Ins promoter up: insulin promoter activators in MIN6 cells, imaging, high-content screening, mouse beta cells. MIN6 insulin promoter-GFP reporter; stronger effect = higher value. z-score at 5 µM. 190,000 tested, 0.3% active. AID 1625, 2009;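 active means z-score above 3 at 5 µM with at least 500 cells counted in the well; inconclusive means wells under 500 cells, flagged as cytotoxic or low count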
# WT yeast gro inh: growth inhibition of WT strain, primary screen, mitochondrial fusion inhibitor project, WT and mutant strains, chemical genetic | mitochondrial fusion phenotypic screen | inhibition, % at 10 µM | 190,000 tested, 2.1% active; in the data active means inhibition above about 58%; tested in S. cerevisiae
# Dynein transport: inhibitors of GR-EGFP nuclear translocation, primary screen, dynein cargo transport inhibitor project, imaging, high-content, 3617.4 mouse cells. test concentration mostly 20 µM; stimulated with dexamethasone, 1 µM; stronger effect = lower value. z-score, hits read low. 220,000 tested, 0.47% active;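 active means plate z-score of nuclear minus cytoplasmic receptor signal below a set negative limit, without overly bright fluorescence or cell loss, cut at about -3.5 in these data, passing the limit was not always enough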;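 further: z-score of nuclear minus cytoplasmic ring GR-EGFP intensity difference per well; some compounds called inactive have numbers as strong as hits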
#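 Buffer or medium: tetracycline-free induction medium containing charcoal-stripped FBS / Reagent: dexamethasone agonist, 1.0 µM final, for 30 min / Technique: automated 10x imaging of fixed Hoechst-stained cells / Times: induction 48 h, compound 1 h, agonist 30 min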
# MT stabilize HCS: microtubule stabilizers in HeLa cells, primary screen, imaging, high-content imaging; HeLa tubulin immunostaining HCS, 24 h; share of cells brighter than vehicle mean+2SD; % tubulin-high responders, % at 10 µM; 200,000 tested, 0.83% active;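 active means plate Z-score above 3 for both tubulin-high and condensed-nucleus cell shares, with cell loss under 80%, at 10 µM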;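 further: anti alpha tubulin signal scored within the nucleus-defined area of each cell; some results filed as inactive read as strong as hits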
# Lipid droplet: inhibitors of hepatocyte lipid droplet formation, primary screen, imaging, high-throughput imaging, BODIPY stain; AML12 mouse hepatocytes, oleate lipid droplets; inhibition, % at 6.5 µM; 240,000 tested, 0.4% active;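 active means lipid droplet intensity inhibited by at least 50%, with more than 500 cells counted; inconclusive means wells with under 300 cells, treated as cytotoxic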
#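 material = mouse AML12 hepatocyte cell line, fixed after treatment | also added = 100 µM oleic acid challenge | doses = compound at 6.5 µM only | schedule = overnight exposure | technique = Image-based BODIPY and DAPI two-channel analysis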
# Autophagy HCS: autophagy modulators in MEF cells, primary screen, imaging, high-content, MEF GFP-LC3 | MEF GFP-LC3 puncta imaging; test concentration mostly 10 µM | calls only at 10 µM (by protocol) | 190,000 tested, 0.98% active;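 active means percentage of spot-positive cells more than 3 SD above its plate mean, without a fluorescence outlier flag or 80% toxicity; inconclusive means no clear call, values can overlap the other calls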;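 further: spot-positive cell cutoff set from DMSO-treated cells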
# bCat nuc transl: modulators of beta-catenin nuclear translocation, primary screen, imaging, HeLa cells, immunofluorescence, high-content; nuclear translocation activity, % at 5 µM; 190,000 tested, 0.3% active; AID 1665, 2009;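 active means nuclear translocation activity above 50% at 5 µM, with a well cell count of 50 or more; inconclusive means wells under 50 cells across six images, flagged as toxic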;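 further: per-cell ratio of nuclear to cytoplasmic median beta-catenin stain intensity; plate controls were DMSO negative control for no effect and GSK-3 inhibitor IX positive control for full effect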
#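 Test system: human HeLa cells, native beta-catenin. Compound dosing: 5 µM primary single dose, 0.1% DMSO, 0.02–20 µM confirmation series. Incubation: compound exposure 24 h at 37°C. Detection: beta-catenin immunostaining with DAPI counterstain, 20x imaging, 6 fields/well. Read-out basis: Nuclear/cytoplasmic beta-catenin signal ratio, % activation.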
# NOD2 inhibition: NOD2 signaling inhibitors, cell-based, luminescence, uHTS, HEK293 (AID 1566). HEK293 NOD2/NF-kB luciferase reporter, luminescence; higher % means a stronger effect. 290,000 tested, 0.63% active. inhibition, % at 4 µM, or EC50 in µM where a hit was titrated; in the data active means inhibition above about 50%; further: many of its hits are not listed in these tables
# WT yeast gro inh mutant strain: second read-out of WT yeast gro inh, no call of its own (marks repeat the call); inhibition, %; mitochondrial fusion phenotypic screen, mutant strain inhibition
# Dynein transport cytoplasmic EGFP: further read-out of Dynein transport, marked with its call; z-score; measured here: cytoplasmic GR-EGFP intensity; stronger effect = higher value
# Dynein transport nuclear GR-EGFP: second read-out of Dynein transport, no call of its own (marks repeat the call); z-score; measured here: nuclear GR-EGFP intensity;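 lower value marks the stronger effect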
# Dynein transport cell count: recorded beside Dynein transport, whose call it bears; z-score; measured here: cell count per field
# Ins promoter up cell count: second read-out of Ins promoter up, no call of its own (marks repeat the call); cell count; measured here: cytotoxicity, nuclei count;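 total cells summed across four imaged fields per well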
# Lipid droplet cells 6.5 µM: recorded beside Lipid droplet, whose call it bears; cell count; measured here: cell count, cytotoxicity flag;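 cells counted across two imaged fields per well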
# bCat nuc transl cell count 5 µM: also measured in bCat nuc transl; calls as there; cell count; measured here: cell count, cytotoxicity flag
# MT stabilize HCS Hoechst-high %: recorded beside MT stabilize HCS, whose call it bears; % Hoechst-high responders; measured here: nuclear condensation Hoechst responders;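 share of cells brighter than vehicle mean plus two SD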
# MT stabilize HCS cytotoxicity %: also measured in MT stabilize HCS; calls as there; toxicity, %; measured here: cytotoxicity by cell density;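 0% = mean cell density of plate MIN control wells and 100% = no cells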
# Autophagy HCS cell loss 18 h: second read-out of Autophagy HCS, no call of its own (marks repeat the call); toxicity, %; measured here: cell loss, nuclei count;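 cell loss after 18 h compound exposure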
# Active calls of the source: *; i = inactive; ? = inconclusive; · = not tested or not shown.
# Each structure is followed by: Yfh1-depleted yeast	Ins promoter up	Ins promoter up cell count	WT yeast gro inh	WT yeast gro inh mutant strain	Dynein transport	Dynein transport cytoplasmic EGFP	Dynein transport nuclear GR-EGFP	Dynein transport cell count	MT stabilize HCS	MT stabilize HCS Hoechst-high %	MT stabilize HCS cytotoxicity %	Lipid droplet	Lipid droplet cells 6.5 µM	Autophagy HCS	Autophagy HCS cell loss 18 h	bCat nuc transl	bCat nuc transl cell count 5 µM	NOD2 inhibition
Cc1cccc(CSCc2ccc(C(=O)NCC3CCCO3)o2)c1 (stereo not drawn)
    i	-0.49	1221	-4	-6	1.1	-0.28	0.57	0.34	2.7	1.0	4.5	-1	746	i	16	1.8	1081	6%
CC(=O)Nc1c(Br)cc(N2C(=O)CCC2=O)cc1Br
    i	·	·	-10	8	-0.14	-0.22	0.28	-0.04	3.2	2.5	4.5	5	773	i	-5	11	446	12%
CC(C)(C)NC(=O)C(c1ccsc1)N(CCc1ccccc1)C(=O)Cn1nnc2ccccc21 (stereo not drawn)
    i	0.07	1443	13	0	-0.14	-0.079	0.11	-0.31	1.6	1.7	9.0	·	·	i	2	-0.9	1310	3%
CCOc1ccc(C(C)=O)cc1CSC(=N)N
    i	-0.44	1607	-7	4	-0.088	-0.25	0.062	0.25	2.6	1.8	9.0	-10	703	i	-27	0.2	1531	20%
O=C(c1ccccc1)c1cnc(-c2ccccc2)s1
    i	0.84	1269	-4	12	-0.65	-0.32	-0.089	1.3	6.8	1.3	2.8	-12	710	i	6	0.2	1114	-95%
CCOc1ccccc1Nc1nnc(SCC(=O)Nc2cccc(S(=O)(=O)NC3=NCCCCC3)c2)s1
    ?	0.12	1266	4	-18	0.93	-0.29	0.1	-0.44	3.1	2.7	18	19	656	i	-1	-0.1	499	20%
CCOc1ccc(OCC)c(NC(=O)CN2CCN(CC)CC2)c1
    i	0.06	1285	-12	-2	-0.61	-0.26	-0.95	0.69	2.8	1.8	1.7	0	682	i	-9	-2.4	1188	14%
CC(=O)Nc1ccc(SCC(=O)Nc2ccccc2-c2ccccc2)cc1
    i	0.14	1470	1	4	-1.2	-0.24	-0.8	0.51	3.9	3.3	6.1	-6	646	i	6	-1.1	1064	5%
C=C(C)C(=O)NC1=NN(c2ccccc2)C(=O)C1
    i	0.84	1602	-18	9	-0.49	-0.29	-0.28	0.69	4.3	2.4	8.4	13	664	i	0	0.2	1009	15%
Cc1ccc2nc(C)cc(N/N=C/c3cccnc3)c2c1
    i	-0.21	1367	-6	6	-0.47	-0.32	-0.32	0.45	3.9	2.1	5.7	33	767	i	3	0.7	1535	-1%
Cc1ccc(C)c(NC2=NCC(=O)N2C2CCCCC2)c1
    i	·	·	6	-20	-0.54	-0.21	-0.31	1.2	2.9	2.2	3.9	4	805	i	0	-1.4	528	9%
O=C(/C(=C/c1ccccc1Cl)c1ccccc1)N1CCOCC1
    i	0.18	1442	19	17	0.99	0.19	0.075	-0.51	2.8	2.2	1.2	-12	606	i	11	1.2	894	-22%
Cc1ccc(N2C(=O)[C@@H]3Cc4ccccc4CN3C2=O)cc1
    i	0.01	879	7	34	-0.57	-0.27	0.037	0.43	8.3	2.1	15	12	793	i	-12	-4.8	1188	-8%
COc1cc(-c2nc3ccc4ccccc4c3c3c2CCC3)cc(OC)c1OC
    i	0.45	1599	0	-15	0.28	-0.15	0.88	-0.49	2.7	2.5	8.2	·	·	i	-16	-1.4	1360	3%
Cc1cc(Cl)ccc1NC(=S)NC(C)(C)C
    i	-0.11	1608	2	5	0.013	-0.25	0.21	0.063	3.1	2.0	0.5	15	685	i	15	-1.1	1074	-3%
COc1ccc(-c2noc(CSc3nnc(Cc4ccccc4)n3-c3cccc(C)c3)n2)cc1OC
    i	-0.85	1334	4	-2	0.7	-0.26	-0.37	0.23	2.6	0.7	8.7	-1	690	i	0	0.1	1044	-7%
CCS(=O)(=O)N1Cc2ccccc2CC1C(=O)Nc1nc2ccccc2s1 (stereo not drawn)
    i	0.01	1322	7	-20	0.42	-0.19	0.31	-1.1	1.8	2.1	11	-4	626	i	5	0.1	963	22%
Cc1ccc(Cn2cc(SCC(N)=O)c3ccccc32)cc1
    i	0.85	1570	-14	5	-1	-0.23	-1.2	0.85	1.2	2.2	7.4	-14	682	i	-14	-1.1	882	2%
Cc1ccc(OCC(=O)Nc2cccc(C)n2)c(C)c1
    i	0.5	1321	5	-9	-0.32	-0.24	-0.17	0.17	3.1	1.8	6.6	0	736	i	4	2.4	1000	-83%
Cc1cccc(N(C(=O)Nc2ccccc2)C2=NCC(C)S2)c1 (stereo not drawn)
    i	-0.81	771	12	0	-0.8	-0.24	-0.32	0.58	6.1	2.7	2.0	·	·	i	5	·	·	-13%
O=C(NCc1ccncc1)c1ccc(Br)o1
    i	0.14	1204	18	7	-0.4	-0.2	0.3	0.4	3.9	2.3	7.6	·	·	i	-11	-1.4	999	7%
COc1ccc(OC)c(S(=O)(=O)N2CCC(C(=O)Nc3cc(C)ccc3C)CC2)c1
    i	·	·	-13	-2	-0.93	-0.25	-0.25	0.28	2.3	2.3	5.8	2	825	i	5	·	·	7%
COc1ccc(CNCCC(c2ccc(F)cc2)c2ccc(OC(C)C)cc2)cc1OC (stereo not drawn)
    i	-0.11	541	·	·	-1.8	0.099	-1.1	-2.9	·	·	·	28	712	·	·	3.6	1104	-30%
COc1ccc(N(CC(=O)N/N=C/c2ccc(OC3CSC3)cc2)S(=O)(=O)c2ccccc2)cc1
    i	-1.5	1385	2	14	-0.63	-0.24	-0.026	0.089	5.7	3.3	6.9	27	690	i	-5	1.0	1064	20%
CCCCC(=O)Nc1ccnc(-c2cccnc2)n1
    i	·	·	18	20	-0.32	-0.15	-0.47	0.8	1.4	2.3	5.9	·	·	i	-7	·	·	4%
CC1(C)CC(N2CN(C3CCCCC3)CC2=O)CC(C)(C)N1
    i	-0.69	1215	18	15	0.77	-0.13	0.98	-1.5	4.0	2.0	2.2	·	·	i	20	-2.1	936	11%
CCN(CC)C(=O)CSc1nnc(-c2cccc(OC)c2)o1
    i	-0.4	1222	1	2	-0.54	-0.098	0.021	0.79	3.3	2.1	2.3	-17	727	i	11	-1.1	1160	-43%
O=C(c1ccco1)N1CCN(Cc2ccc(Cl)cc2)CC1
    i	·	·	-5	6	0.065	-0.21	0.0043	-0.15	0.5	1.1	9.0	·	·	i	-9	·	·	2%
CCOC(=O)c1[nH]c(C)c(/C(O)=C2\C(=O)C(=O)N(CCCN3CCOCC3)C2c2cccnc2)c1C (stereo not drawn)
    i	0.39	1493	7	39	0.25	-0.25	0.068	0.35	4.6	2.5	4.5	·	·	i	6	-1.5	1391	5%
O=S(=O)(Oc1ccc(Cl)cc1)c1cccc2cccnc12
    i	-0.06	1408	·	·	0.29	-0.23	0.13	0.23	·	·	·	-2	719	·	·	-3.4	1297	12%

# Carrying on:
# Each structure is followed by: Yfh1-depleted yeast	Ins promoter up	Ins promoter up cell count	WT yeast gro inh	WT yeast gro inh mutant strain	Dynein transport	Dynein transport cytoplasmic EGFP	Dynein transport nuclear GR-EGFP	Dynein transport cell count	MT stabilize HCS	MT stabilize HCS Hoechst-high %	MT stabilize HCS cytotoxicity %	Lipid droplet	Lipid droplet cells 6.5 µM	Autophagy HCS	Autophagy HCS cell loss 18 h	bCat nuc transl	bCat nuc transl cell count 5 µM	NOD2 inhibition
O=C(Nc1ccccc1C(F)(F)F)c1ccccn1
    i	0.16	1179	-17	6	-0.75	-0.24	-0.58	0.82	1.5	2.3	2.5	-5	729	i	-4	-0.9	1076	11%
COc1ccc(N2CCN(C(=O)CCS(=O)(=O)c3cccc4nsnc34)CC2)cc1
    i	0.58	1550	4	-5	4	-0.14	1.7	-0.84	4.2	1.7	7.8	-2	661	i	3	-0.2	1010	10%
Cc1ccc(C2CC(C(F)(F)F)n3nc(C(=O)Nc4c(C)n(C)n(-c5ccccc5)c4=O)cc3N2)cc1 (stereo not drawn)
    i	-0.28	1338	-5	9	-1.5	-0.22	-0.62	0.92	1.4	1.2	5.6	3	702	i	-7	0.7	1130	4%
COc1ccc(C2C3=C(CCCC3=O)Nc3nc(C(F)(F)F)nn32)c(OC)c1OC (stereo not drawn)
    i	1.4	1252	7	58	0.14	-0.26	0.33	0.95	2.6	2.0	4.8	-10	741	i	-1	0.5	1022	-18%
CCCCc1nnc(NC(=O)COc2ccc3c(C)cc(=O)oc3c2)s1
    i	1.1	1459	·	·	0.85	-0.25	0.18	-0.46	·	·	·	20	769	·	·	0.9	1361	12%
CC(C)=NN1C(=O)c2ccccc2NC1(C)C
    i	-0.08	1155	·	·	-0.55	-0.12	-0.33	0.52	·	·	·	16	710	·	·	2.3	1281	14%

# Source: PubChem BioAssay

# Not all compounds are listed (hit frequency here may not be typical).
